# sPLA2-III inh = Blocks human group III sPLA2 activity; QFRET BODIPY PC-A2 liposome hydrolysis, fluorescence; AID 743126; inhibition, % at 12.2 µM; actives 0.56% (n = 370,000); Q9NZ20;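 active means inhibition above mean plus 3 SD of compounds lying within the high and low control bounds, cut at about 19% in these data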;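 further: 0% = median of test compound wells and 100% = no enzyme DMSO wells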
# ASAP1 GAP inh = blocks human ASAP1-stimulated Arf1 GTP hydrolysis; Q9ULH1; actives 0.19% (n = 360,000); AID 624377; GDP FP detection; inhibition, % at 16.5 µM; in the data active means inhibition above about 25%;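 further: 0% = vehicle with enzyme and substrate and 100% = no enzyme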
# KLK7 zymogen act = activators of human kallikrein-7 zymogen; P49862; purified proKLK7, EDANS-DABCYL substrate fluorescence; 100% is mature enzyme control, 0% vehicle; activation, % at 7 µM; actives 0.9% (n = 370,000);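 active means activation above the mean of all tested compounds plus 3 SD, computed per campaign excluding outliers beyond control limits, cut at about 13% in these data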
# ARFGAP1 inhibitor = inhibitors of rat ARFGAP1; actives 0.26% (n = 360,000); Arfgap1-stimulated ARF1 GTP hydrolysis, GDP FP detection; inhibition, % at 16.5 µM;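 active means inhibition above a per-plate limit, mean inhibition of low control wells plus 3 SD, cut at about 25% in these data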;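 further: 0% = DMSO wells with enzyme and 100% = wells lacking Arfgap1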
# Target sequence (Q62848 1-136 limits assumed): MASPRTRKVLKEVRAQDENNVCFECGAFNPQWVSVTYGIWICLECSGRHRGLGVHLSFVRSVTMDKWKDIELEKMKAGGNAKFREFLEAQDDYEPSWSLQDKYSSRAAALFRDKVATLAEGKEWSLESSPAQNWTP
#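 Assay system: Rat Arfgap1 GAP domain (His6, aa 1-136), purified enzyme | Buffer or medium: HEPES 25 mM pH 7.5, NaCl 150 mM, MgCl2, DTT | Schedule: GTP hydrolysis reaction 2 h at 25 °C | Signal: FP of antibody-bound GDP Alexa 633 tracer, ex 620/em 688 nm | Measure: Percent inhibition of Arfgap1-stimulated GTP hydrolysis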
# PLC-beta3 inh = inhibitors of human phospholipase C beta3; Purified PLC-beta3, fluorogenic substrate, fluorescence; inhibition, % at 12.2 µM; AID 720704; actives 0.18% (n = 370,000); in the data active means inhibition above about 11%;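 further: 0% = median of compound wells on plate and 100% = full blocker control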
# Tn6 DDE FP = disrupts Tn6 cyclic peptide binding to fibrin D-Dimer-E complex; P02675; Fibrin DD(E) TRITC-Tn6 fluorescence polarization displacement; inhibition, % at 8.3 µM; actives 0.21% (n = 370,000); AID 720509;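 active means inhibition above a per-campaign cutoff: mean of compounds within control limits plus 3 SD, cut at about 15% in these data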;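 further: 0% = median of all compound wells on the plate and 100% = blocking peptide control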
# NR1D1 modulator = modulates human Rev-erb alpha binding to DNA. activity, % at 10 µM. P20393. Rev-erbα–FITC-DNA binding, fluorescence polarization, 90 min. actives 0.79% (n = 370,000);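 active means activity above about 14%, limit read from the data; passing the limit was not always enough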;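 further: 0% = DMSO wells with 35 nM protein and 100% = DMSO wells with 750 nM protein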
# DDE Tn7 FP inh = DD(E)-Tn7 binding inhibition, primary FP screen. actives 0.13% (n = 370,000). FP displacement of FITC-Tn7 peptide from fibrin DD(E); 0% = median of compound wells per plate. inhibition, % at 8.3 µM;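 active means inhibition above the mean of compounds falling within the control limits plus 3 SD of them, cut at about 14% in these data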;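 further: 0% = plate median of compound wells and 100% = 10 µM Aha-Tn7 peptide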
#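 Assay system: human fibrin DD(E). Input: DD(E) 2 µM final. Medium: Tris buffer with calcium and detergent, pH 7.8. Compound dosing: single point at 8.3 µM. Timing: 10 min plus 3 h, room temperature. Technique: fluorescence polarization of the labelled Tn7 tracer. Read-out: percent inhibition. Replicates: singlicate testing.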
# PLC-gamma1 inh = blocks human PLC-gamma1 enzyme activity. P19174. purified PLC-gamma1, fluorogenic substrate, fluorescence. inhibition, % at 12.2 µM. actives 0.84% (n = 370,000); in the data active means inhibition above about 9.5%
# UHRF1 binding = UHRF1 methyl-DNA binding inhibition; UHRF1 binding to methylated oligo, TR-FRET; actives 0.75% (n = 370,000); Q96T88; inhibition, % at 4.4 µM; in the data active means inhibition above about 21%;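 further: UHRF1 SRA domain binding a hemimethylated CpG hairpin DNA probe; 0% = median of test compound wells and 100% = reference inhibitor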
# Target sequence (Q96T88 whole entry, looked up, the tested form may be a part): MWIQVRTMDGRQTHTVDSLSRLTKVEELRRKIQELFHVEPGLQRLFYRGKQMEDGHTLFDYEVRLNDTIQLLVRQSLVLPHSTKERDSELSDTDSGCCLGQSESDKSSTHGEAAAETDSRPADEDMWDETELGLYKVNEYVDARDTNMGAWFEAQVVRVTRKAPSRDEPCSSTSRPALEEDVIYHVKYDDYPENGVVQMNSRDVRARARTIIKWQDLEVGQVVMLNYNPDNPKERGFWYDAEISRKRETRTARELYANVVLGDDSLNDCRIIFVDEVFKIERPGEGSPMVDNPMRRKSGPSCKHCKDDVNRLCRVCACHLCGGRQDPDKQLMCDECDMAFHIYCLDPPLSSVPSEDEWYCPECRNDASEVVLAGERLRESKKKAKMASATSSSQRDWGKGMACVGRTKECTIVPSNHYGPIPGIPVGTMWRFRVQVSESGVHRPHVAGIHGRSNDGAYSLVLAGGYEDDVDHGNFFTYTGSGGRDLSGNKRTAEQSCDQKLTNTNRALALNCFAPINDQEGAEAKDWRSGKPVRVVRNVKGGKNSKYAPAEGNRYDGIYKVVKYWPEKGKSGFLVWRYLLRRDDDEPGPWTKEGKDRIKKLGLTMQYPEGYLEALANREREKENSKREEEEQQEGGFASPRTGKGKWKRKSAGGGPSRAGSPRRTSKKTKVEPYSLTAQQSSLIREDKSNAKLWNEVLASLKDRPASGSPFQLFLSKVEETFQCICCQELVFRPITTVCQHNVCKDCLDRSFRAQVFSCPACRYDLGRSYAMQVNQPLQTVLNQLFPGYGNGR
# * hit, by the source's call; i = inactive.
# Results follow in this order: sPLA2-III inh, ASAP1 GAP inh, KLK7 zymogen act, ARFGAP1 inhibitor, PLC-beta3 inh, Tn6 DDE FP, NR1D1 modulator, DDE Tn7 FP inh, PLC-gamma1 inh, UHRF1 binding
COc1ccc(CSCC(=O)Nc2ccccc2SC)cc1
    -2, -4, -0.1, -9, 3, 6, 4, 1, -2, -3
COc1ccc(NC(=O)Cc2coc3ccc4ccccc4c23)cc1S(=O)(=O)N1CCOCC1
    -35, 4, 1.2, 8, 4, -3, -3, -1, 5, -2
O=C(NC1CCCCC1)C(c1ccncc1)N(Cc1ccc2c(c1)OCO2)C(=O)c1cnsn1 (configuration not stated)
    3, -6, 0.8, -3, 11*, 4, 11, 4, 6, 21*
O=C(c1cc2cc(C(F)(F)F)ccc2s1)N1CCOCC1
    8, -5, -0.2, -10, -7, 3, -3, 4, 4, 2
CC(C)CCN1CCC(N)=NC1=O
    -3, -3, -0.3, 4, -3, -6, -1, 2, 3, -1
COCCNC(=O)c1ccc2c(c1)nc(C)n2-c1cccc(Cl)c1
    7, -5, -0.7, 21, -8, 9, 2, 3, -3, 0
COc1cccc(N2CC(C(=O)Oc3ccc4ccccc4c3)CC2=O)c1 (configuration not stated)
    -8, -1, 1.3, 4, -7, -4, -1, -2, -8, -1
Cc1cc(C)nc(NS(=O)(=O)c2ccc(NC(=O)C3(c4ccccc4)CCCC3)cc2)n1
    -40, 1, 0.1, -1, 2, 6, -3, 8, -1, -4
O=C(CCCCl)OCc1cn(-c2ccc(Cl)cc2)nn1
    -2, -19, -0.6, 4, 2, -8, 0, -2, 6, -1
CCCCOc1ccc(-c2ncc([N+](=O)[O-])cn2)cc1
    12, -4, -0.4, -2, -1, -4, 1, 6, -1, -1
CN(CCc1ccccn1)C(=O)c1ccc(OC2CCN(Cc3ccccn3)CC2)cc1
    -1, 4, -0.1, 10, -6, 2, -6, -3, 2, 1
CCc1nc2ccccc2c(C(=O)OCC(=O)N(CCOC)c2c(N)n(Cc3ccccc3)c(=O)[nH]c2=O)c1C
    -7, 11, 0.4, -8, -6, 1, -1, 1, -2, -1
O=C(Nc1ccccc1)N(CCCN1CCOCC1)Cc1cc2cc3c(cc2[nH]c1=O)OCCO3
    -6, 3, 0.7, 4, -21, -3, 0, -3, -18, 3
Cc1cccc(C)c1NC(=S)N1CCC(c2ccccc2)C1 (configuration not stated)
    11, -2, 0.2, 9, -4, -3, -2, -8, 2, 0
O=C(Nc1cc2c(cc1[N+](=O)[O-])OCCO2)c1cccnc1
    14, 11, -0.6, 4, 7, -7, -1, 6, 10*, 0
O=C(CCSc1ccccc1Cl)Nc1cccc([N+](=O)[O-])c1
    -21, 21, -0.2, 10, 9, -17, 0, 1, 11*, 5
CN(Cc1nc2ccccc2c(=O)[nH]1)C(=O)c1cccc(NC(=O)c2cccs2)c1
    -9, 2, 0.2, -3, 2, 5, -3, 0, 0, 0
O=C(NCCc1ccccc1)C(c1ccc(F)cc1)N(C(=O)c1csnn1)C1CC1 (configuration not stated)
    -4, 5, -0.1, 11, -6, 2, 8, -2, 2, -1
CC(/C=C/c1ccco1)=N/NC(=O)CNc1ccccc1C
    -1, 12, -0.2, -10, -1, -2, 3, 1, 2, -3
CCCCCC(=O)Nc1ccc(C(=O)N/N=C/c2ccc([N+](=O)[O-])cc2)cc1
    1, 8, 0.1, 8, 3, 2, -7, 0, 3, 1
COc1ccc(Nc2nnc(SCc3cc(=O)n4ccsc4n3)s2)cc1
    0, 3, -1.5, 5, -74, -3, -16, 6, -54, -5
Cc1ccc(NC(=O)NCCN2CCCCC2)cc1
    -2, 8, 0.0, -11, -3, -1, -2, -3, 0, -1
CCS(=O)(=O)N1Cc2ccccc2CC1C(=O)Nc1nc2ccc(C)cc2s1 (configuration not stated)
    -27, 3, -0.4, 0, -23, 5, -3, 7, -20, -2
COc1cccc(OCc2nnc(SC)n2C)c1
    5, 9, 0.0, 13, 3, -6, 3, 0, 1, 1
O=C(C1c2ccccc2C(=O)N2CCc3ccccc3C12)N1CCN(Cc2ccccc2)CC1 (configuration not stated)
    2, 6, 0.4, 5, -2, -3, 2, 10, -4, 4
CC(=O)c1cccc(OCc2cc(C(=O)NC(C)Cc3cccnc3)no2)c1 (configuration not stated)
    -2, 6, 0.2, -3, -5, 11, 1, 0, 0, 0
C=CCN=C1NC(CCc2ccccc2)C(C(=O)OC)=C(C)N1C (configuration not stated)
    14, -4, -0.2, -3, -4, -8, 2, 7, -2, 1
COc1ccc(NC(=O)c2sc(N)nc2-c2ccccc2)cc1
    1, 7, -0.1, 0, -8, -9, 4, 3, 2, 2
O=C(CSc1ccc2nnc(-c3cccnc3)n2n1)Nc1cccc(F)c1
    8, 0, -0.2, 9, -12, -4, -5, -7, -2, 2
CC1CCCC/C1=N/Nc1ccc([N+](=O)[O-])cc1[N+](=O)[O-] (configuration not stated)
    -1, -20, 0.2, -4, 2, 1, 4, -3, 0, -6
CC(C)[C@H](NC(=O)c1ccccc1Cl)C(=O)OCC(=O)NC(=O)NCc1ccco1
    -9, 7, 0.4, -2, -7, 1, 0, 0, -1, 0
Cn1c(CCc2nc3ccccc3[nH]2)n[nH]c1=S
    -1, -4, -0.6, 13, -2, 3, 1, 4, 1, -3
COc1ccc2cnnc(SCC(=O)Nc3ccc(C(=O)O)cc3)c2c1OC
    -2, 14, 5.8, 6, -105, -10, 8, -3, -92, 0
Cc1cccc(C)c1N1C(=O)CCC(C)(C)C1=O
    5, 8, 0.7, 2, -2, -5, -5, -12, 2, 2
Cc1ccc(N/C=C/C(=O)c2cccs2)cc1C
    -25, -1, -0.6, -2, -44, 12, -1, -3, -33, -3
CC1CCC(NS(=O)(=O)c2ccc(Cl)nc2)CC1 (configuration not stated)
    -2, -4, 0.2, 3, -6, -5, -4, -4, 1, -1
Oc1ccccc1CNCC12CC3CC(CC(C3)C1)C2
    -6, -1, 0.6, 13, -4, 3, -2, -1, 3, 2
CC(C)C[C@H](NC(=O)Nc1ccc(Oc2ccccc2)cc1)C(=O)O
    -4, -17, 0.8, 2, 1, 2, -3, -5, 1, -2
COc1ccc(-n2nnnc2SCC(=O)N2CCOCC2)cc1
    2, -1, 0.5, -2, 2, -3, -5, 0, 2, -2
COc1ccc(CNC(=O)CS(=O)Cc2nc(-c3ccccc3C)oc2C)cc1 (configuration not stated)
    -13, 16, 0.1, 3, -2, -7, -4, -8, -3, 1
COc1cccc(/C=N/NC(=O)c2cc3cc([N+](=O)[O-])ccc3s2)c1O
    1, 42*, -0.9, 0, 3, 12, -30, -2, 3, -4
Cc1ccc(S(=O)(=O)c2c(N)n(CCCN(C)C)c3nc4ccccc4nc23)cc1
    -26, -3, 36*, 1, i, 3, 5, -9, i, -6
C[C@@H]1CN([C@@H](C)CO)C(=O)CCCn2cc(nn2)CO[C@H]1CN(C)C(=O)Cc1ccccc1
    9, 0, 0.0, -4, 2, 0, -1, 1, -1, 4
CCN(CC)C(=O)c1ccc(COc2ccccc2Cl)cc1
    -8, 0, -0.6, -1, -2, 2, -4, 4, 3, -1
COCCNC(=O)C(C)N(c1ccc(Oc2ccccc2)cc1)S(C)(=O)=O (configuration not stated)
    0, 6, -0.4, -10, 0, -5, 1, -2, 0, 0
CSc1ncccc1C(=O)OC(C)C(=O)Nc1ccc2c(c1)OCCO2 (configuration not stated)
    11, 5, -0.1, 9, 5, 6, 2, -9, 1, 0
O=C(CCCOc1ccc(Cl)cc1Cl)NCC1CCCO1 (configuration not stated)
    -9, 5, 0.2, 2, 5, 3, 4, -4, 4, 0
COCCN1C(=O)C(=O)/C(=C(/O)c2ccc3c(c2)OCCO3)C1c1ccc(C(=O)OC)cc1 (configuration not stated)
    14, 8, -0.3, 6, 3, -6, 1, 0, 6, 0
C/C(=C/C(=O)Nc1cccc(F)c1)N1CCCC1
    -14, 10, -0.1, 5, -10, -5, -3, 1, 4, 1
CSCCC(NC=C1C(=O)OC(C)(C)OC1=O)C(=O)O (configuration not stated)
    2, 0, 0.2, 4, -14, 7, -5, -5, -9, 2
Cc1cc(C(=O)N/N=C2\CCCC(=O)C2)c(C)n1-c1ccccc1
    14, -2, -1.3, 23, -92, -3, -5, 9, -54, 2
CCCCc1nc2cc(C(=O)NCc3cn(C)nc3C)ccc2o1
    8, 0, -0.4, 11, -8, 10, 0, 0, 2, 3
O=c1oc2c(CN3CCN(CCO)CC3)c(O)ccc2cc1-c1ccccn1
    -3, 1, 60*, 6, i, -8, -9, -3, i, -2
O=c1c2c3nc4ccccc4nc3n(/N=C/c3ccccn3)c2ncn1-c1ccccc1
    -12, -6, 0.1, -6, -13, -2, -20, 6, -3, 1
CCOc1ccc(C2c3c(oc4ccccc4c3=O)C(=O)N2CCCN2CCOCC2)cc1 (configuration not stated)
    -1, -1, -0.1, -7, -79, -9, 6, 0, -58, -1
O=[N+]([O-])c1cccc(COc2cccc(CO)c2)c1
    5, -9, 0.8, -1, 0, -4, 3, -6, 6, 2
CN1C(=O)/C(=C\c2ccccc2OCc2ccccc2)SC1=S
    4, -10, 0.3, -1, -3, 2, -1, 5, 2, 1
CCN1CCN(CC(=O)Nc2ccc(S(=O)(=O)N3C(C)CCCC3C)cc2)CC1 (configuration not stated)
    5, -3, 0.2, 8, -7, -2, -4, 1, -3, 0
CN(CCOc1ccc(Cl)cc1)C(=O)CN1C(=O)NC2(CCCCC2)C1=O
    3, -5, 0.2, -7, -10, 3, -5, 2, 2, 6
CCOC(=O)C1=C(C)N=c2s/c(=C\c3cccn3C)c(=O)n2C1c1cccc(OC)c1OC (configuration not stated)
    6, -3, -0.1, 3, -3, -4, 0, 7, -1, 0
O=C(/C=C/c1ccccc1)NC(=S)NNC(=O)Cc1cccs1
    16, 8, -1.0, 9, -33, 2, 3, 6, -15, -3

# Reprinted at random: six compounds from above, in no set order.
# Results follow in this order: sPLA2-III inh, ASAP1 GAP inh, KLK7 zymogen act, ARFGAP1 inhibitor, PLC-beta3 inh, Tn6 DDE FP, NR1D1 modulator, DDE Tn7 FP inh, PLC-gamma1 inh, UHRF1 binding
CCOc1ccc(C2c3c(oc4ccccc4c3=O)C(=O)N2CCCN2CCOCC2)cc1 (configuration not stated)
    -1, -1, -0.1, -7, -79, -9, 6, 0, -58, -1
Cc1ccc(S(=O)(=O)c2c(N)n(CCCN(C)C)c3nc4ccccc4nc23)cc1
    -26, -3, 36*, 1, i, 3, 5, -9, i, -6
CSc1ncccc1C(=O)OC(C)C(=O)Nc1ccc2c(c1)OCCO2 (configuration not stated)
    11, 5, -0.1, 9, 5, 6, 2, -9, 1, 0
COCCN1C(=O)C(=O)/C(=C(/O)c2ccc3c(c2)OCCO3)C1c1ccc(C(=O)OC)cc1 (configuration not stated)
    14, 8, -0.3, 6, 3, -6, 1, 0, 6, 0
Oc1ccccc1CNCC12CC3CC(CC(C3)C1)C2
    -6, -1, 0.6, 13, -4, 3, -2, -1, 3, 2
C/C(=C/C(=O)Nc1cccc(F)c1)N1CCCC1
    -14, 10, -0.1, 5, -10, -5, -3, 1, 4, 1
